High-throughput results deposited in PubChem by Broad Institute.
FN deposition inh: fibronectin deposition inhibition; AH1F fibroblasts, Alexa488-fibronectin deposition fluorescence, overnight; inhibition, % at 12.6 µM; actives 0.086% (n = 350,000); AID 743247;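 active means mean inhibition across replicates of 30% or more, regardless of how many single replicates reach that level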;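 further: positive control wells lacked labelled fibronectin entirely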
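Material: AH1F fibroblast monolayer depositing Alexa488-labelled fibronectin into matrix | Input: 10000 AH1F cells/well | Medium: DMEM plus 2% serum, read in PBS | Reagent: Alexa488-fibronectin, 24 nM final in well | Compound dosing: One dose per compound, pinned | Schedule: 1 h adhesion, overnight exposure | Measured by: Fluorescence at 485 nm excitation, 525 nm emission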
RAD52 anneal inh: RAD52 (human) annealing inhibition. P43351. recombinant RAD52 DNA annealing, FRET fluorescence. inhibition, % at 18.7 µM. actives 0.46% (n = 360,000);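 active means every replicate showing at least 50% inhibition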
S100A4 inh HTS: blocks human S100A4 binding to myosin IIA peptide | S100A4/TAMRA-MyoIIA peptide fluorescence polarization | inhibition, % at 10.7 µM | actives 0.14% (n = 360,000);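 active means mean inhibition of at least 70% across replicates, with every replicate also reaching that level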
Target sequence (P26447 whole entry, looked up): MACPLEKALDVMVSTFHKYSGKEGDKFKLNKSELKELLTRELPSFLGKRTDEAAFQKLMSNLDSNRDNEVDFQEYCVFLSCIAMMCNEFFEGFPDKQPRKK
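assay system = human S100A4 monomer with TAMRA-labelled myosin IIA peptide | also added = labelled myosin peptide probe, 5 nM | incubation = 5 min between mix addition and reading | control set = DMSO and TFP controls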
E-selectin induc: E-selectin induction on HUVECs. P16581. HUVEC E-selectin immunofluorescence imaging; normalized: neutral wells 0, TNF-alpha wells 100. activation, % at 7.58 µM. actives 0.37% (n = 260,000);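 active means mean E-selectin-positive cell signal at least 10% of the positive control, reached in at least 60% of replicates, without over 20% cell loss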;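 further: in these data hits start at about 27%; measured in HUVEC primary endothelial cells; signal is the percent of cells scored E-selectin positive by PE staining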
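Assay system: HUVEC, human umbilical vein endothelial cells / Amount: 3,000 HUVEC/well / Controls: TNF-alpha positive control, DMSO neutral control / Compound dosing: single concentration / Medium: EGM-2 over gelatin coat / Evaluation: percent E-selectin-positive cells / Signal: immunofluorescence imaging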
EWS-Fli inh: inhibitors of EWS/Fli oncoprotein transcriptional activity. actives 0.67% (n = 350,000). AID 651661. A673 NR0B1-luciferase reporter, viability-normalised. inhibition, % at 12.6 µM;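 active means mean inhibition of at least 50% after viability correction, with every replicate also passing that limit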;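 further: firefly luciferase signal divided by Alamar Blue viability fluorescence both relative to DMSO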
RAD54 branch: inhibitors of human RAD54 branch migration; actives 0.14% (n = 360,000); inhibition, % at 10.4 µM; Q92698; RAD54 Holliday junction branch migration, FAM/BHQ fluorescence; AID 602329;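 active means mean normalized replicate activity at least 40 and at least half of replicates scoring 40 or more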;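 further: 0% = median of neutral control wells and 100% = median of positive control wells; inhibitors cause a drop in the FAM fluorescence signal; in these data hits start at about 50%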
Target sequence (Q92698 whole entry, looked up): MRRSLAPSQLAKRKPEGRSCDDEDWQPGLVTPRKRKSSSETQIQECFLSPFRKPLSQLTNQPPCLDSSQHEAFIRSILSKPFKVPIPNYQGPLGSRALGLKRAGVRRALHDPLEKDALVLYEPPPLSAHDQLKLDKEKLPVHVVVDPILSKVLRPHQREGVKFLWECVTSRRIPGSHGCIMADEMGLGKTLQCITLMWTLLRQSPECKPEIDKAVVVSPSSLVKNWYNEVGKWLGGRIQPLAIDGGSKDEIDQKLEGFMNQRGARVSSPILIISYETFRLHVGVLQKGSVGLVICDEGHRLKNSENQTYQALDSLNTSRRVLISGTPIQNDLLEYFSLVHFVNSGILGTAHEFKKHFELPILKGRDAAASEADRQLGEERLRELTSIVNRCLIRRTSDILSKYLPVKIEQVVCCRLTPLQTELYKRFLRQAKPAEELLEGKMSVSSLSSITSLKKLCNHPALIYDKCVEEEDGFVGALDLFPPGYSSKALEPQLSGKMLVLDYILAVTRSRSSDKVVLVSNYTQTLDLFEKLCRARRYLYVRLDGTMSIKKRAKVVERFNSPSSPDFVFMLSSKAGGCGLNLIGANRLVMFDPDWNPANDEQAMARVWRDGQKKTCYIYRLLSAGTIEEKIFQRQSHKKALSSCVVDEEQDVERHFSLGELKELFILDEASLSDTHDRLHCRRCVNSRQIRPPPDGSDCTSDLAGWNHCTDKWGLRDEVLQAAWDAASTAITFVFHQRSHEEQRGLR
esBAF inh: inhibitors of esBAF chromatin remodeling in mouse ES cells; Bmi1-luciferase knock-in reporter, 24 h; 100% = twice the neutral-well signal; reporter increase, % at 12.5 µM; actives 2% (n = 350,000); AID 602393; in the data active means activation above about 40%;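 further: 0% = median of the plate's neutral control wells and 100% = double that signal; a rise in the Bmi1 reporter signal indicates esBAF inhibition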
Xi reactivation: X-chromosome reactivation activator; activation, % at 7.58 µM; actives 0.055% (n = 360,000); XiGFP mouse fibroblasts, % GFP-positive cells imaging, 3 d; cells co-treated with 5-aza-dC sensitizer; scaled so ellipticine positive control = 100%;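 active means mean normalized replicate activation at least 10% and every replicate at or above 10%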;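 further: 0% = median of on-plate neutral control wells and 100% = ellipticine 6 µM median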
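Assay system: SV40-immortalized XiGFP fibroblast cells, line 68-5-11; buffer or medium: DMEM plus 5-aza-dC sensitizer; compound: one concentration, pinned; timing: compounds 3 days, fix/stain 15 min at room temperature; benchmarks: positive control ellipticine, 6 µM final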
An asterisk follows results filed as active; / = no result given; & = joins results of further samples. Compounds were not picked by outcome; overall some 3% were active at least once.

SMILES	FN deposition inh	RAD52 anneal inh	S100A4 inh HTS	E-selectin induc	EWS-Fli inh	RAD54 branch	esBAF inh	Xi reactivation
C[C@H]1CN([C@@H](C)CO)C(=O)c2c(c3ccccc3n2C)-c2ccccc2CO[C@H]1CN(C)Cc1cccc(C(F)(F)F)c1	-5	13	3	-0.3	4	/	/	0.0
COCC(=O)N1CC[C@@H]2[C@H]1c1cc(C#Cc3ccccc3)ccc1N[C@@H]2CO	3	-48	-2	0.2	1	-4	12	0.0
O=C(COC(=O)c1ncc(Cl)c(Cl)c1Cl)NC(=O)NCc1ccccc1	8	4	-3	-1.9	-2	12	-1	-0.1
CCOc1ccccc1NC(=O)COc1coc(CN2CCc3ccccc3C2)cc1=O	4	-30	1	/	6	6	8	0.0
COc1cccc(-c2csc(Nc3ccc(Oc4ccccc4)cc3)n2)c1	1	-6	-1	-1.4	-21	5	-1	/
COc1ccc(C(=O)c2[nH]c(N)c(C(N)=O)c2-c2ccc(OC)c(OC)c2)cc1	6	-2	-2	0.0	-18	/	/	-0.1
CCOc1ccc(N2CC(C(=O)N3CCCCCC3)CC2=O)cc1 (configuration not stated)	3	-7	-3	0.0	5	-7	-6	0.0
Cn1c(SCC(=O)NC2CCCCCC2)nnc1-c1ccco1	2	-11	1	0.8	/	-3	/	0.5
COC(=O)c1cc(Cl)cc(Cl)c1OS(=O)(=O)N(C)C	/	-7	-5	/	3	2	-3	0.1
CCN1CCN(c2ccc(NC(=O)c3ccco3)cc2)CC1	-13	4	-3	-0.1	-67	10	/	-0.1
C[C@@H]1CN([C@@H](C)CO)C(=O)c2cc(NC(=O)Nc3cccc4ccccc34)ccc2O[C@H]1CN(C)S(C)(=O)=O	/	-2	33	/	-1	-5	-6	0.4
CC(C)NC(=O)c1cc(C2CCCCN2S(=O)(=O)c2ccc(C#N)cc2)on1 (configuration not stated)	11	-6	11	-0.1	4	-7	1	-0.1
OC[C@H]1Nc2ccc(-c3cccc(F)c3)cc2[C@@H]2[C@H]1CCN2Cc1ccncc1	0	-44	-5	-0.4	-11	-3	28	0.0
CC(C)Oc1cccc(C(=O)C2CCCN(S(C)(=O)=O)C2)c1 (configuration not stated)	/	-15	4	/	-6	/	/	0.0
CC(/C=C/c1ccc(O)cc1)=NNc1ccccc1	7	-19	2	-0.3	5	-2	2	0.0
COc1cccc(-c2ccc(NC(=O)C3CCCN(Cc4cccc(C)n4)C3)cc2)c1 (configuration not stated)	-9	-16	-3	0.3	5	-8	-7	0.0
Cc1cc2c(cc1C)C(=O)CCC2	-9	-7	-3	/	6	-4	-1	0.0
c1ccc(Nc2nc(CSc3ncn[nH]3)cs2)cc1	-63	-20	-2	/	-28	/	/	0.2
COC(=O)c1c(-c2ccc(OC)cc2)c2c(c3c4cc(OC)ccc4n(S(=O)(=O)c4ccc(F)cc4)c13)C(=O)N(C)C2	3	-17	-2	-0.1	4	/	/	0.0
CSCCC(C(=O)NC1CCCC1)n1c(C2CC2)nc2ccccc21 (configuration not stated)	10	-28	0	-0.3	2	/	/	0.1
CCOC(=O)c1ccc(NC(=O)Cc2coc3cc4c(cc23)CCC4)cc1	-8	-33	-5	0.3	-6	3	/	1.2
CCN1CCN(Cc2ccc(NC(=O)c3ccc(C)c(NC(=O)C4=NN(c5ccccc5)C(=O)C4)c3)cc2C(F)(F)F)CC1	-15&-11	5&-29	-6&-12	8.4&1.9	2&-5	-7&5	6&-2	-0.1&0.0
COc1cccc(NC(=O)CCC2CCN(C(=O)c3ccc(C(C)=O)s3)CC2)c1	-3	-12	1	/	/	-7	-11	0.0
Cc1cccc(OCC(=O)OCC(=O)Nc2sccc2C(N)=O)c1	8	-22	-5	/	2	2	3	1.2
CCOc1ccc(N=NC2C(=O)N(C(N)=S)N=C2C)cc1 (configuration not stated)	1	-1	-4	/	-44	-6	27	0.0

Already shown: 5 of the compounds above.
SMILES	FN deposition inh	RAD52 anneal inh	S100A4 inh HTS	E-selectin induc	EWS-Fli inh	RAD54 branch	esBAF inh	Xi reactivation
C[C@H]1CN([C@@H](C)CO)C(=O)c2c(c3ccccc3n2C)-c2ccccc2CO[C@H]1CN(C)Cc1cccc(C(F)(F)F)c1	-5	13	3	-0.3	4	/	/	0.0
COCC(=O)N1CC[C@@H]2[C@H]1c1cc(C#Cc3ccccc3)ccc1N[C@@H]2CO	3	-48	-2	0.2	1	-4	12	0.0
O=C(COC(=O)c1ncc(Cl)c(Cl)c1Cl)NC(=O)NCc1ccccc1	8	4	-3	-1.9	-2	12	-1	-0.1
CCOc1ccccc1NC(=O)COc1coc(CN2CCc3ccccc3C2)cc1=O	4	-30	1	/	6	6	8	0.0
COc1cccc(-c2csc(Nc3ccc(Oc4ccccc4)cc3)n2)c1	1	-6	-1	-1.4	-21	5	-1	/

(further entries)
SMILES	FN deposition inh	RAD52 anneal inh	S100A4 inh HTS	E-selectin induc	EWS-Fli inh	RAD54 branch	esBAF inh	Xi reactivation
O=c1[nH]c2ccc(Cl)cc2c(-c2ccccc2)c1N1CCN(c2ccccn2)CC1	/	3	-5	/	3	5	4	/
Cc1c(C)c2c(OCC(=O)NCc3ccco3)cc3c(c2oc1=O)CCC(C)(C)O3	/	-1	4	/	1	3	3	/
c1ccc2[nH]c(C3CC3)nc2c1	2	-9	-4	/	-4	/	/	0.0
CCOc1cc(C)nc(N2CCC(C(=O)NCC3CCCO3)CC2)n1 (configuration not stated)	-10	-13	-3	/	-2	2	-8	0.0
Cc1[nH]nc(C(=O)NN=Cc2ccccc2Cl)c1N=NN(C)C	3	-6	-8	0.2	-68	/	/	0.3
COc1ccc(NC(=O)c2cccc(OS(=O)(=O)N(C)C)c2)cc1	2	-10	-4	-1.9	-47	/	26	0.1
C[C@@H]1CN([C@@H](C)CO)C(=O)Cc2cc(NC(=O)CCN3CCOCC3)ccc2O[C@H]1CN(C)C(=O)NC1CCCCC1	6	-6	7	0.1	-5	7	-8	-0.5
CN1CCN(C(=O)C[C@H]2C[C@@H]3c4cc(NC(=O)c5cccnc5)ccc4O[C@@H]3[C@H](CO)O2)CC1	6	/	/	-0.2	6	-6	-1	-0.1
O=C(N[C@@H]1CC[C@H](CCn2cc(-c3cccnc3)nn2)O[C@@H]1CO)c1ccccc1F	/	1	37	-1.0	1	-1	1	-0.2
COc1ccc(NC(=O)N(C)C[C@H]2Oc3c(NS(=O)(=O)c4ccc(OC)cc4)cccc3C(=O)N([C@@H](C)CO)C[C@@H]2C)cc1	/	-5	-1	0.0	4	-4	0	0.0
C[C@@H]1CN([C@H](C)CO)S(=O)(=O)c2ccc(-c3cncnc3)cc2O[C@@H]1CN(C)Cc1ccccc1	/	-2	0	-0.3	-4	-8	-3	-1.1
C[C@@H]1CN([C@H](C)CO)S(=O)(=O)c2ccc(Br)cc2O[C@H]1CN(C)C	-18	6	0	-0.3	-4	4	4	0.6
CC(C)(C)OC(=O)N1CCC(NC(=O)c2nc[nH]c2C(=O)NCc2ccccc2)CC1	-7	-17	-14	1.5	3	1	-14	1.0
CC(/C=C1\SC(=S)N(CCC(=O)Nc2nc(C)cs2)C1=O)=C\c1ccccc1	2	-156	10	-0.6	8	-3	/	-0.1
COCCNC(=O)C[C@@H]1CC[C@@H]2[C@@H](COc3ccc(NC(C)=O)cc3C(=O)N2C)O1	-12	/	/	0.0	-4	-2	-5	0.3
C=CCCC1CN(CC=C)S(=O)(=O)c2c(F)cccc2O1 (configuration not stated)	-2	-5	1	0.0	2	/	/	0.2
CC(C)N(Cc1ccccc1)C(=O)c1cccs1	10	-3	-1	/	11	0	1	0.0
Cc1ccccc1NC1=C(Cl)C(=O)OC1OC(=O)c1ccccc1C (configuration not stated)	7	-8	0	/	2	/	/	0.0
O=C(CCNS(=O)(=O)c1ccccc1)N1CCCCCC1	2	-5	6	-0.2	/	1	21	0.0
O=C(COC(=O)c1ccc(Cl)cc1)NC(=O)NC1CCCC1	-6	-1	36	0.0	-1	/	2	0.3
CCc1ccc(NC(=O)COC(=O)CCC2CCCC2)cc1	3	-5	4	/	-2	-6	1	0.0
O=C(O)c1ccc(CN(c2ccccc2)S(=O)(=O)c2ccccc2)cc1	6	-7	2	-0.2	-9	2	-11	0.0
N#Cc1ccccc1S(=O)(=O)N1CCN(C(=O)CCc2ccccc2)CC1	-10	-2	1	-0.1	-3	2	3	-0.1
C/C(=N\NC(=S)NCCc1ccccc1)c1ccc(O)cc1O	3	-11	6	-0.5	16	-6	4	0.0
COc1ccc(N(CC(=O)NCCSCc2ccco2)S(=O)(=O)c2ccccc2)cc1	1	-6	-2	-0.6	-4	/	/	0.0

Going on with the list.
SMILES	FN deposition inh	RAD52 anneal inh	S100A4 inh HTS	E-selectin induc	EWS-Fli inh	RAD54 branch	esBAF inh	Xi reactivation
CCOC(=O)c1cc(CC)sc1NC(=O)c1cc(OC)c(OC)c(OC)c1	-1	-9	-2	/	/	1	-1	/
Cc1ccc(-n2c(SCC(=O)NC3CCS(=O)(=O)C3)nc3ccccc3c2=O)c(C)c1 (configuration not stated)	-16	-2	-4	0.6	-2	2	-1	-0.1
CC(C)(C)C(=O)Nc1c(Cl)cccc1OC(F)(F)F	8	-4	18	0.0	4	/	/	0.0
CCOC(=O)Cc1csc(N/N=C\c2ccc(N(C)C)cc2)n1	1	-9	-3	-0.1	23	14	-17	0.2
COC(=O)C(CC#Cc1ccc2c(c1)[C@]1(C(=O)N2)[C@H](c2ccc(O)cc2)N2[C@H](c3ccccc3)[C@H](c3ccccc3)OC(=O)[C@H]2[C@@H]1C(=O)N1CCc2cc(OC)c(OC)cc2C1)C(=O)OC	/	11	-5	/	14	-14	/	/
CCC(=O)Nc1ccc2c(c1)C(=O)N(C)C[C@H](OC)[C@H](C)CN(C(=O)c1cccnc1)[C@@H](C)CO2	8	-3	-19	0.0	-5	-7	-1	0.0
CCCc1cc(=O)oc2c3c(cc(OCC(=O)NCCCn4ccnc4)c12)OC(C)(C)CC3	/	2	3	/	36	-9	0	/
CCOC(=O)[C@H]1[C@H]2COc3ccc(Cl)cc3[C@@H]2N2C(=O)CN(Cc3ccc(Cl)cc3)C(=O)[C@@]12C	2	-7	-3	0.1	5	3	-5	0.1
COC(=O)CC#C[C@H](C)[C@@H](NS(C)(=O)=O)C(C)(C)COCc1ccccc1	-4	-5	2	0.0	3	/	/	-0.2
Cc1occc1C(=O)N1CCN(C(=O)C2CCCO2)CC1 (configuration not stated)	/	-9	0	/	6	-4	-6	/
COc1ccc(S(=O)(=O)Nc2ccc3c(c2)C(=O)N([C@@H](C)CO)C[C@@H](C)[C@@H](CN(C)CC2CCCCC2)O3)cc1	/	21	44	0.6	-21	-8	0	0.5
COc1ccc(NC(=O)Nc2cccc3c2O[C@@H](CN(C)C)[C@@H](C)CN([C@H](C)CO)C3=O)cc1	/	-1	4	/	-2	-21	-1	-1.1
COc1ccc([Si](C)(C)[C@H]2[C@H](CCO)O[C@@]3(C(=O)N(Cc4cccc(N5CCCCC5=O)c4)c4ccccc43)[C@@H]2C)cc1	/	1	14	/	-1	7	/	/
CC(=O)Nc1ccc(NC(=O)C(C)OC(=O)CCCN=C2NS(=O)(=O)c3ccccc32)cc1 (configuration not stated)	2	0	136*	/	1	-5	-3	0.5
